Assay outcomes: PubChem BioAssay, NCI
All columns: NCI-60 one-dose screen, growth in % after 48 h at 10 µM unless noted; 100 = growth as untreated, 0 = no growth, -100 = all killed.
MOLT-4 = MOLT-4 leukemia cells; hit rate 6.9% among 80,000; AID 1794779
HOP-62 = HOP-62 NSCLC; hit rate 3.9% among 80,000
K-562 = K-562 leukemia; hit rate 7.4% among 78,000
CCRF-CEM = CCRF-CEM leukemia; hit rate 7% among 77,000; AID 1794778
EKVX = EKVX NSCLC. hit rate 3% among 71,000. AID 1794765
HOP-92 = HOP-92 NSCLC cells; hit rate 6.3% among 71,000; AID 1794738
RPMI-8226 = RPMI-8226 leukemia cells. hit rate 7.5% among 77,000
SR = SR leukemia cells | hit rate 8.7% among 73,000 | AID 1794780
Numbers without * were called inactive; . = no result given. How the source made its calls: active means growth percent below 10; inactive means the rest.

SMILES	MOLT-4	HOP-62	K-562	CCRF-CEM	EKVX	HOP-92	RPMI-8226	SR
COc1ccc(N)cc1Cl	80	92	95	112	102	104	110	99
Cc1cc(C(=O)c2ccc(Cl)cc2)ccc1O	102	86	112	97	81	104	73	.
CC(NC(=O)C(NC(=O)OCc1ccccc1)C(C)O)C(=O)OCc1ccccc1 (stereo unspecified)	75	101	86	83	.	152	86	73
NC(=NCCCC1(c2ccccc2)CCCC1)Nc1ccc(Cl)cc1	-0.3*	70	.	4.1*	78	9.4*	-24*	-40*
CC[C@]12C=CCN3CC[C@@]4(c5ccc(OC)cc5N(C)[C@H]4[C@@](O)(C(=O)OC)[C@@H]1OC(=O)CCCOc1cc(O)c4c(=O)cc(-c5ccccc5)oc4c1)[C@@H]32	93	97	85	99	72	79	93	101
Cc1nc(Nc2ccc(Cl)cc2)sc1C(=O)/C=C/c1c(Cl)cccc1Cl	88	123	97	92	109	.	79	86
CNS(=O)(=O)c1ccc(C)cc1C	106	95	96	101	103	100	99	101
CCC(=N\O)/C(C)=N/O	77	91	.	100	99	93	.	84
Nc1cc2c(cc1Br)[nH]c(=O)c1ccccc12	21	.	41	47	49	35	.	.
COc1ccc(C(=O)CSc2nc(-c3cccnc3)cc(-c3ccc(OC)c(OC)c3)c2C#N)cc1	68	89	66	88	.	56	75	80
COc1cccc(CCC(=O)O)c1	105	93	.	97	94	92	97	103
CN1CCN(c2ccc(Nc3nc(NCCNC(=O)c4ccc(Cl)cc4)c4sccc4n3)cc2)CC1	113	98	104	107	98	87	107	103
C=CCOc1ccc2c(C)cc(=O)oc2c1	107	112	99	96	106	.	94	128
CN1CCN(C(=O)c2c3c(n4ccccc24)C(=O)c2ncccc2C3=O)CC1	103	27	54	.	91	85	58	18
ClC(Cl)=C(Cl)C(Cl)(Cl)Cl	94	105	97	94	108	83	99	91
O=C(Nc1cccc(Cl)c1)OCCCCl	.	75	.	82	99	92	86	.
COCCn1c(-c2ccnn2C)nnc1N1CCC(F)(F)C1	105	96	101	.	100	91	.	103
Cc1ccc(NC2=C3CCCCC3OC2=O)cc1 (stereo unspecified)	82	80	43	56	.	27	13	88
Cc1nc(NC(=O)COc2ccc(/C=C3\Cc4ccc(Cl)cc4C3=O)cc2)sc1C	83	102	106	100	103	89	103	93
CC(C)C(C#N)(C(C)C)C(C)C	104	101	114	102	97	96	97	90
COC(=O)Cc1nc2ccccc2n1C(=O)N1c2ccccc2Sc2ccccc21	77	77	63	89	.	48	65	71
CCCCCCCCCCCCOC(=S)CCl	80	74	107	77	100	88	104	106
Cc1nn(-c2ccccc2)c(Cl)c1/C=C1\SC(N2CCNCC2)=NC1=O	104	103	116	105	95	112	104	.
COc1cc(/C=C\c2cc(OC)c(OC)c(OC)c2)cc(NS(=O)(=O)c2ccc(Cl)cc2)c1OC	.	60	11	15	.	.	9.6*	14
C[C@H]1CC[C@H]2C3=C1C(=O)O[C@@]3(O)[C@@]1(C)CC(=O)C[C@H]1C[C@@H]2C	109	101	109	82	.	90	94	97
CN1CCN(CC(=O)N(C)c2ccc(N=C(c3ccccc3)c3c(O)[nH]c4ccc([N+](=O)[O-])cc34)cc2)CC1	16	85	5.2*	15	94	88	83	19
Cn1c(C(N)=O)cc2c1-c1nc(N)ncc1CCC2	93	110	117	99	.	116	72	83
O=S(=O)(Nc1cc(Sc2cccc3cccnc23)c(O)c2ccccc12)c1ccccc1	-8.0*	47	-17*	4.2*	36	33	-5.0*	5.4*
CC12CC[C@@H]3[C@]4(C)COC(c5c(F)cccc5F)O[C@@H]4CC[C@@]3(C)[C@@H]1CC(C1=CCOC1=O)O2 (stereo partly specified)	53	56	67	75	70	-3.8*	40	56
Oc1ccc(CCC2CCNc3ccccc32)cc1 (stereo unspecified)	85	76	70	69	54	49	45	76

Ordered by SMILES length (rising): part of the list above.
SMILES	MOLT-4	HOP-62	K-562	CCRF-CEM	EKVX	HOP-92	RPMI-8226	SR
COc1ccc(N)cc1Cl	80	92	95	112	102	104	110	99
CCC(=N\O)/C(C)=N/O	77	91	.	100	99	93	.	84
CCCCCCCCCCCCOC(=S)CCl	80	74	107	77	100	88	104	106
CC(C)C(C#N)(C(C)C)C(C)C	104	101	114	102	97	96	97	90
ClC(Cl)=C(Cl)C(Cl)(Cl)Cl	94	105	97	94	108	83	99	91
C=CCOc1ccc2c(C)cc(=O)oc2c1	107	112	99	96	106	.	94	128
Cc1ccc(NC2=C3CCCCC3OC2=O)cc1 (stereo unspecified)	82	80	43	56	.	27	13	88
Nc1cc2c(cc1Br)[nH]c(=O)c1ccccc12	21	.	41	47	49	35	.	.
NC(=NCCCC1(c2ccccc2)CCCC1)Nc1ccc(Cl)cc1	-0.3*	70	.	4.1*	78	9.4*	-24*	-40*
COC(=O)Cc1nc2ccccc2n1C(=O)N1c2ccccc2Sc2ccccc21	77	77	63	89	.	48	65	71
Cc1nn(-c2ccccc2)c(Cl)c1/C=C1\SC(N2CCNCC2)=NC1=O	104	103	116	105	95	112	104	.
CC(NC(=O)C(NC(=O)OCc1ccccc1)C(C)O)C(=O)OCc1ccccc1 (stereo unspecified)	75	101	86	83	.	152	86	73
O=S(=O)(Nc1cc(Sc2cccc3cccnc23)c(O)c2ccccc12)c1ccccc1	-8.0*	47	-17*	4.2*	36	33	-5.0*	5.4*
COc1ccc(C(=O)CSc2nc(-c3cccnc3)cc(-c3ccc(OC)c(OC)c3)c2C#N)cc1	68	89	66	88	.	56	75	80
COc1cc(/C=C\c2cc(OC)c(OC)c(OC)c2)cc(NS(=O)(=O)c2ccc(Cl)cc2)c1OC	.	60	11	15	.	.	9.6*	14
CC12CC[C@@H]3[C@]4(C)COC(c5c(F)cccc5F)O[C@@H]4CC[C@@]3(C)[C@@H]1CC(C1=CCOC1=O)O2 (stereo partly specified)	53	56	67	75	70	-3.8*	40	56
CC[C@]12C=CCN3CC[C@@]4(c5ccc(OC)cc5N(C)[C@H]4[C@@](O)(C(=O)OC)[C@@H]1OC(=O)CCCOc1cc(O)c4c(=O)cc(-c5ccccc5)oc4c1)[C@@H]32	93	97	85	99	72	79	93	101

The results go on.
SMILES	MOLT-4	HOP-62	K-562	CCRF-CEM	EKVX	HOP-92	RPMI-8226	SR
Cc1ccc2c(c1)c(-c1nc(-c3cn(C)c4ncccc34)cs1)cn2C(=O)OC(C)(C)C	80	114	101	62	93	86	72	.
CC(C(OC(=O)C(c1ccccc1)c1ccccc1)c1ccccc1)N(C)C (stereo unspecified)	89	86	98	93	82	67	83	92
CO[C@H]1/C=C/C=C/C=C/C[C@H](OC(=O)[C@@H](C)NC(=O)C2CCCCC2)[C@H](C)[C@@H](O)/C(C)=C\CCC2=CC(=O)C=C(NC(=O)C1)C2=O	-10*	-36*	3.3*	-0.1*	-17*	-11*	-26*	3.3*
OCCN(CCO)CCN1c2ccccc2Sc2ccccc21	99	114	.	96	.	93	93	95
O=C(/C=C/c1ccccc1Br)c1cccc(OCCCCOc2cccc(C(=O)/C=C/c3ccccc3Br)c2)c1	92	103	95	88	102	.	-12*	32
CC1=CC(=O)C(C(C)=Nc2cccc(Cl)c2)C(=O)O1 (stereo unspecified)	102	94	101	86	104	85	.	99
C=CCSc1nnc(-c2ccc(-c3nc4ccc(C)cc4[nH]3)cc2)o1	99	120	88	95	103	101	91	96
COc1ccc2c(c1)NC1=C(C(=O)OC1)C2c1cc(OC)c2c(c1)OCO2 (stereo unspecified)	12	43	11	10	52	44	25	2.2*
C/C(=N\Nc1nc(C)cs1)c1cc2ccccc2o1	86	64	78	79	56	87	89	109
O=C(COc1cc(Cl)c(Cl)cc1Cl)Nc1ccc([N+](=O)[O-])cc1Cl	124	123	110	136	105	.	120	110
Cc1ccc(-n2cc(/C=N/NC(=O)c3nc(N)n[nH]3)c(-c3ccc(S(C)(=O)=O)cc3)n2)cc1	98	99	53	84	93	94	100	79
COC(=O)c1cc(Cl)cc([N+](=O)[O-])c1O	62	104	69	26	89	84	93	64
COc1ccc2c(c1)c(-c1nc(-c3cn(C)c4ncccc34)cs1)cn2CCNC(=O)OC(C)(C)C	51	55	55	44	83	74	35	67
COc1cc(-c2nnc(-c3nc(-c4cc(OC)c(OC)c(OC)c4)n4ccccc34)o2)ccc1N	65	89	65	43	8.8*	29	40	70
COc1ccc(C2CC(c3cnccn3)=NN2C(C)=O)cc1OC (stereo unspecified)	97	106	91	75	105	57	74	98

Limited to HOP-62, for some of the entries so far:
SMILES	HOP-62
Cc1nc(Nc2ccc(Cl)cc2)sc1C(=O)/C=C/c1c(Cl)cccc1Cl	123
CNS(=O)(=O)c1ccc(C)cc1C	95
CCC(=N\O)/C(C)=N/O	91

New compounds follow.
SMILES	MOLT-4	HOP-62	K-562	CCRF-CEM	EKVX	HOP-92	RPMI-8226	SR
CNC(=O)c1ccc(Cl)c(Cl)c1	98	95	93	91	103	98	95	103
O=C1/C(=C/c2ccc(F)cc2)COc2ccc(O)c(O)c21	4.2*	8.7*	11	3.4*	51	6.2*	-2.8*	19
N[C@H](Cc1cc(I)c(Oc2ccc(O)c(I)c2)c(I)c1)C(=O)O	105	97	75	96	87	76	92	94
CN1CCN(CC(=O)N2c3cccc4cccc(c34)N(C(=O)CN3CCN(C)CC3)C2c2cn(-c3ccccc3)nc2-c2cccc([N+](=O)[O-])c2)CC1	-12*	-20*	-44*	-32*	18	43	.	-17*
C=CCNC(=S)Nc1cccc([N+](=O)[O-])c1	92	94	91	91	92	86	65	135
COc1ccc(CCNC(=O)[C@H](O)[C@@H](N)Cc2ccccc2)cc1OC	101	97	98	98	97	103	115	112
CCCC(CCC)C(=O)OCc1cn(-c2c3ccccc3nc3ccccc23)nn1	95	98	93	92	92	90	100	101
COc1nc2c(c(=O)[nH]1)C(c1ccc(F)cc1)C=C(C(=O)O)N2 (stereo unspecified)	113	115	106	.	.	.	102	105
COc1ccc(-n2c(N)c(C(=O)NCCN3CCOCC3)c3nc4ccccc4nc32)cc1OC	18	67	41	39	59	60	39	29
Nc1c(C(=O)O)c(Br)cc2c1C(=O)c1ccccc1C2=O	106	105	111	97	87	90	108	95
Nc1nn2c(-c3ccc(Cl)cc3)ccnc2c1N=Nc1ccc(S(N)(=O)=O)cc1	117	104	101	106	101	99	100	113
Cc1noc(C)c1-c1ccc(=O)n(Cc2cccc3cccnc23)n1	86	87	94	81	93	47	85	71
COc1ccc(NC(=O)CSc2nc3ccccc3c(=O)n2C)cc1	101	99	92	77	90	83	85	93
CC(C)Nc1ncccn1	110	122	.	92	98	97	116	95
CCN1C(=S)N(CC)C2C1N=C(SC)N2/N=C/C=C/c1ccccc1[N+](=O)[O-] (stereo unspecified)	82	100	68	93	94	80	83	75
COc1cc(C=NNc2nc(-c3ccc(Cl)cc3)c(C#N)c(N3CCOCC3)n2)cc(OC)c1OC	34	90	49	42	46	41	25	14
Clc1ccc(C2CC(c3ccccc3)=NN2Cn2nnc3ccccc32)cc1 (stereo unspecified)	105	106	97	97	68	88	.	.
COc1ccc2nc(Cl)c(/C=C3\CC(c4ccccc4)=NN(c4ccccc4)C3=O)cc2c1	80	48	84	97	68	-20*	97	77
O=C1c2cc(O)cc(O)c2[C@H](c2cc(O)cc(O)c2)[C@H]1c1ccc(O)cc1	102	98	102	100	90	90	103	102
Cc1c(C(N)=O)sc2nc(SCC(=O)N3NC(=O)C(Cc4ccccc4)C3=O)n(Cc3ccccc3)c(=O)c12 (stereo unspecified)	93	103	91	101	.	92	101	97
COc1ccc(-c2cc(-c3ccc(OC)cc3)n(-c3ccc(-c4nc(N)n[nH]4)cc3)n2)cc1	97	101	97	91	.	69	89	96
CCOC(=O)c1c(Nc2nc3ccccc3s2)sc2c1CCC(=O)C2	21	66	10	17	43	85	13	0.4*
O=[N+]([O-])c1ccc(/C=C(/C2=NCCN2)n2ccc3ccccc32)cc1	66	80	84	84	98	66	92	61
O=C(C[n+]1ccccc1Cl)c1ccc(Br)cc1	91	88	103	113	84	114	108	91
C[C@H](C(=O)Nc1ccc(S(N)(=O)=O)cc1)S(=O)(=O)c1ccccc1	105	88	106	105	98	94	110	.
CCCCC(=O)N1C(=O)c2ccccc2S1(=O)=O	102	109	107	107	104	99	108	86
NS(=O)(=O)c1ccc(Nc2nc3n[nH]c(Nc4ccccc4)c3c(=O)[nH]2)cc1	89	91	96	105	107	102	107	94
CSc1ccccc1NC(=O)c1ccc2nnn(/C(C#N)=C/c3ccccn3)c2c1	-28*	6.3*	1.0*	-28*	-96*	-81*	-29*	-5.2*
Cc1ccc(Oc2nc(NS(=O)(=O)c3ccc(C)cc3)nc(-c3ccc(C)cc3)c2C#N)cc1	.	112	.	110	97	107	120	.
